Screening results deposited in PubChem BioAssay by several laboratories.
Measles CPE: protection of cells from measles virus; Measles virus-infected cells, CPE protection, absorbance; protection (pct of control), % at 4 µM; 1.5% of 140,000 active; AID 841; in the data active = protection mostly above about 24%, no sharp cut-off; inactive = mostly below about 26%; also: some compounds called inactive have numbers as strong as hits
NPY Y2 blocker: blocks the human neuropeptide Y Y2 receptor. NPY-Y2 expressing cells, antagonist mode. inhibition, % at 2.7 µM. 0.99% of 140,000 active. AID 793; in the data active = inhibition above about 17%;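 also: 0% = vehicle with agonist challenge and 100% = reference antagonist with challenge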
Target sequence (P49146 whole entry, looked up): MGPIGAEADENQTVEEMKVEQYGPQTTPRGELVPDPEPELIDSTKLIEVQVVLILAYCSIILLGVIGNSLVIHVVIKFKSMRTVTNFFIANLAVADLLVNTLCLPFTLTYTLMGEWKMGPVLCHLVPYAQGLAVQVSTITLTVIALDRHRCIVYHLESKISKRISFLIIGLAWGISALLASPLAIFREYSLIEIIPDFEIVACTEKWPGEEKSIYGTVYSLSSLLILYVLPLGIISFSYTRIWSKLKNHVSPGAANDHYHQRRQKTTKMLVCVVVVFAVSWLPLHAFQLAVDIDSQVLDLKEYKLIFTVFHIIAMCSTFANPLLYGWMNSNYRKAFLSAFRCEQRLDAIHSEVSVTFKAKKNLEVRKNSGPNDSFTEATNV
MRP-1 activ: activators of MRP-1; viability increase, % at 10 µM; H69AR cells + doxorubicin, viability rescue, CellTiter-Glo; 0.61% of 140,000 active;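 active = viability gain under doxorubicin at or above a set limit, the compound median plus 3 SD, cut at about 4.7% in these data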;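 also: MRP-1 overexpressing cells given doxorubicin 25 µM after compound pretreatment; 18-22 h compound pretreatment then 72 h with doxorubicin before readout; 0% = doxorubicin-only wells and 100% = vehicle-treated cells without doxorubicin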
Phagocyt inh: inhibitors of macrophage phagocytosis; J774A.1 macrophage IgG-bead phagocytosis, imaging; inhibition, % at 5 µM; 0.07% of 110,000 active; AID 1029;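 active = inhibition above the mean of the plate negative controls plus 5 SD, cut at about 13% in these data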;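 also: phagocytic index as fraction of beads internalized from green versus red external bead signal; plate controls were DMSO negative control for no effect and cytochalasin-D positive control for full effect; some results beyond the cut were filed as inactive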
E-sel TNF inh: TNF alpha driven E-selectin expression inhibition; inhibition, % at 2 µM; AID 1246; HUVEC TNFa-induced E-selectin immunofluorescence, high content; 0.71% of 120,000 active;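 active = inhibition above the batch mean plus 3 SD, and confirmed as a hit on visual image review, cut at about 43% in these data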;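 also: 0% = TNF-stimulated DMSO wells and 100% = unstimulated control wells; not every result past the cut was called active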
GALR2 antag: antagonists of human galanin receptor 2 (GALR2) | O43603 | inhibition, % at 4 µM | GALR2-expressing cells, antagonist mode | 0.39% of 140,000 active; in the data active = inhibition above about 27%;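 also: cells stimulated with galanin 1-16 at roughly its EC80; 0% = agonist challenge control and 100% = basal control without agonist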
Target sequence (O43603 whole entry, looked up): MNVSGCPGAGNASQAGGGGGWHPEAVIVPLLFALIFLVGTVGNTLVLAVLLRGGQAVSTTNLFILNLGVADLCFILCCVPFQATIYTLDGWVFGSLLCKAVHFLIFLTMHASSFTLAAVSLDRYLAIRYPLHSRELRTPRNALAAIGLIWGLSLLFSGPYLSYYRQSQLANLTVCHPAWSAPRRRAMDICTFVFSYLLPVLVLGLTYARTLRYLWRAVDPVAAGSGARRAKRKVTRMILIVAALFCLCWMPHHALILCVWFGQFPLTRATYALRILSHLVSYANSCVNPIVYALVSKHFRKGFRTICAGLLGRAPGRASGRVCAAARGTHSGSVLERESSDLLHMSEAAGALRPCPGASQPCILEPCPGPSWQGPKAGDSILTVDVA
BB579 growth dn: yeast BB579 growth reduction in restrictive medium; S. cerevisiae BB579 growth, OD615, 48 h; AID 804; inhibition, % at 10 µM; 0.51% of 140,000 active;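 active = inhibition above a set limit, 3 SD over the mean compound inhibition, cut at about 44% in these data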; also: inactives centre near -24
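test system = yeast BB579 (DeaD) | buffer or medium = restrictive CSMM-D medium | doses = single compound dose of 10 µM, 0.25% DMSO final | times = 4 h preincubation and 48 h exposure at 30 °C | technique = culture absorbance at 615 nm | benchmarks = amphotericin B 10 µg/mL, positive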
bCat KO growth: beta-catenin-lacking colon tumor cell growth suppression | HCT116 beta-catenin knockout viability, CellTiter-Glo, 60 h; active compounds read low | viability, % at 10 µM | 1.5% of 140,000 active | AID 818;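 active = viability at or under a set limit, the compound median less 4 SD, cut at about 6% in these data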;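 also: 0% = Hyamine 1622 control at 20 µM and 100% = untreated cell control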
Yeast lifespan up: yeast lifespan extension; S. cerevisiae growth with nicotinamide, OD615; deaD strain in restrictive glucose medium; inhibition of the nicotinamide effect, % at 10 µM; 0.68% of 130,000 active;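 active = inhibition above a set limit, placed 3 SD over the median of all compounds, cut at about 26% in these data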;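 also: 0% = nicotinamide-treated wells and 100% = cells grown without nicotinamide; some compounds called inactive have numbers as strong as hits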
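System: DeaD-strain S. cerevisiae / Buffer or medium: CSMM-D, restrictive glucose (dextrose) synthetic minimal medium / Probe or stimulus: nicotinamide, 1.5 mM, co-present with compound / Compound: one concentration, 10 µM, DMSO 0.25% / Incubation: 48 h compound exposure at 30 °C, humidified / Technique: optical density (absorbance) at 615 nm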
HCT116 PTEN-null: suppresses growth of cells with PTEN deletion | HCT116 PTEN-null viability, CellTiter-Glo, 60 h; active compounds read low | viability, % at 10 µM | 1.2% of 140,000 active | AID 827;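 active = viability at or below a set limit, 4 SD under the median of all tested compounds, cut at about 3.7% in these data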;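 also: PTEN knockout HCT116 line with beta catenin targeted HCT116 as companion control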
* = called active by the depositor; nt = no result given.

Under each structure: Measles CPE | NPY Y2 blocker | MRP-1 activ | Phagocyt inh | E-sel TNF inh | GALR2 antag | BB579 growth dn | bCat KO growth | Yeast lifespan up | HCT116 PTEN-null
> O=C(CNC(=O)c1ccc(F)cc1)N/N=C/c1cc(Br)ccc1OCc1ccccc1
  11 | 4 | -1.8 | -6 | nt | -2 | -54 | 100 | 0 | 93
> N#Cc1sc2nc(-c3ccccc3)cc(-c3ccco3)c2c1N
  4 | 1 | -0.9 | 0 | -13 | 23 | -42 | 88 | -2 | 91
> O=C(NCc1ccccn1)c1cccc(NS(=O)(=O)c2cccc(Cl)c2)c1
  7 | 3 | -2.1 | 1 | 3 | -19 | -57 | 96 | -1 | 92
> CCCn1c(=O)[nH]c(=O)c2c1nc(-c1ccc(OC(F)F)cc1)n2CCN1CCOCC1
  8 | 2 | -2.1 | -4 | -9 | 13 | -26 | 95 | -3 | 95
> COC(=O)c1c(NC(=O)COC(=O)[C@@H](NS(=O)(=O)c2cccc(Cl)c2)C(C)C)sc2c1CCC2
  9 | 0 | -1.1 | 0 | nt | -9 | -41 | 83 | 2 | 89
> O=S(=O)(NCC1COc2ccccc2O1)c1ccc2ccccc2c1 (stereo unspecified)
  6 | 10 | -1.4 | -2 | 9 | 11 | -13 | 107 | 1 | 101
> CC1CC(C)CN(S(=O)(=O)c2cc(C(=O)O)c(Cl)s2)C1 (stereo unspecified)
  6 | 3 | -2.9 | -2 | nt | 1 | -18 | 96 | 9 | 97
> CN1CCN(CC(=O)N2c3ccccc3C(C)(c3ccccc3)CC2(C)C)CC1 (stereo unspecified)
  20 | 4 | -1.2 | -1 | -16 | 4 | 10 | 41 | -11 | 44
> CCC(c1nnc(SCC(=O)Nc2ccc(C(C)=O)cc2)n1C1CCCCC1)N(C)C (stereo unspecified)
  6 | 1 | -1.2 | -2 | -32 | -5 | -15 | 86 | 3 | 86
> O=C(NC1CCCCC1)n1c(=O)oc2ccc(Cl)cc21
  6 | -3 | -1.2 | 0 | -23 | -4 | -49 | 88 | -6 | 93
> CCOc1ccccc1NC(=O)N1CCC(NC(=O)c2cccc(C)c2)CC1
  18 | 2 | -0.2 | -1 | 4 | -13 | -57 | 87 | -14 | 96
> Cc1cc(C)cc(Nc2nc(-c3ccc(S(=O)(=O)N4CCCC4)cc3)cs2)c1
  3 | -1 | -2.2 | -9 | nt | -4 | -26 | 27 | 3 | 18
> O=C(CSc1cccc[n+]1[O-])c1cc2ccccc2o1
  12 | 0 | -1.2 | 0 | -5 | 6 | 99* | 4.7* | -10 | 2.7*
> O=C(Nc1nnc(C2CC2)s1)c1ccccn1
  11 | 0 | 4.5 | -1 | 3 | 12 | 62* | 17 | -11 | 16
> O=C(Cc1cccs1)Nc1ccc(NC(=O)c2ccco2)cc1
  15 | 0 | -3.9 | -1 | -3 | -6 | -47 | 97 | 1 | 109
> CC1(C)CC(=O)c2cc(C(=O)N3CCCC(C)(C)C3)c(=O)n(-c3ccccc3)c2C1
  15 | 4 | -0.7 | -1 | 4 | 4 | -46 | 92 | -6 | 103
> Cn1c(SCC(=O)NNC(=O)Cc2ccccc2)nnc1-c1ccc(Cl)cc1
  21 | 3 | 0.5 | 0 | -29 | 2 | -31 | 99 | -3 | 95
> COc1ccc(NC(=O)CN2C(=O)c3cccc4cccc2c34)cc1OC
  10 | -1 | -1.2 | -1 | 12 | 3 | -74 | 87 | -5 | 99
> CCOc1ccc(CCNC(=O)CCc2c(C)nc3ncnn3c2C)cc1OCC
  25 | 0 | -1.0 | 0 | -2 | 9 | -26 | 96 | -2 | 103
> N/C(CC(=O)Nc1ccc(F)cc1)=N\O
  12 | 4 | -0.9 | 6 | nt | 0 | -22 | 84 | 6 | 93
> CCNCCOC(c1ccccc1)c1ccccc1
  7 | 4 | -3.3 | nt | -6 | 4 | -2 | 93 | nt | 101
> Cc1oc(/C=N/NC(=O)CC2(C)OCCO2)cc1Br
  2 | -2 | -0.2 | -3 | nt | 2 | -18 | 93 | 0 | 97
> Cc1ccc(N2CC(C(=O)Nc3ccc4c(c3)OCO4)CC2=O)cc1 (stereo unspecified)
  33 | 5 | -3.0 | 3 | 17 | -8 | -52 | 91 | -22 | 107
> COc1ccc(-c2nnc(SCC(=O)Nc3cc(F)ccc3C)o2)cc1
  11 | 7 | 1.5 | 2 | -8 | -9 | -42 | 100 | -10 | 101
> O=C(N/N=C/C1CC=CCC1)c1ccc(Cl)cc1O (stereo unspecified)
  10 | 3 | -4.8 | -7 | 26 | -7 | -21 | 90 | 5 | 87
> CCN(CC)CC(=O)Nc1c(C)cc(C(C)(C)C)cc1C
  3 | 4 | -2.9 | 0 | -9 | -6 | 7 | 87 | -14 | 88
> Cc1cccc(OCC(=O)N/N=C\C=C\c2ccc3c(c2)OCO3)c1C
  13 | 1 | -1.5 | nt | -17 | -2 | -15 | 87 | -3 | 82
> CCOC(=O)Cn1cnc([N+](=O)[O-])n1
  6 | 3 | -1.0 | -1 | -22 | -4 | -15 | 91 | -3 | 100
> COc1ccccc1-n1c(C)nnc1SCC(=O)Nc1cc(C)cc(C)c1
  6 | -1 | -3.5 | 0 | 14 | -14 | -9 | 103 | -13 | 98
> O=C(Cn1cnc2c(nnn2Cc2ccc(Cl)cc2)c1=O)NCC1CCCO1 (stereo unspecified)
  48* | 2 | -0.6 | nt | 9 | 12 | -17 | 104 | -10 | 88
> CCCCN(CC)C(=O)Cn1c(=O)sc2ccccc21
  12 | -1 | -1.0 | -1 | 1 | 8 | -23 | 92 | 0 | 104
> CCOC(=O)C1=C(N)Oc2ccc3ccccc3c2C1c1cccnc1 (stereo unspecified)
  5 | 15 | -2.4 | nt | -14 | -9 | -23 | 71 | nt | 73
> COc1ccc(C(=O)NCCSc2ccc(C)cc2)cc1
  12 | 3 | 0.1 | -5 | nt | 11 | -24 | 89 | -6 | 104
> O=C(CSc1nc2ccccc2c(=O)n1Cc1ccccc1)NCc1ccco1
  4 | 4 | -3.0 | nt | 3 | 6 | 3 | 109 | -17 | 117
> Cc1nc(SCC(=O)c2cccc([N+](=O)[O-])c2)n[nH]1
  8 | 1 | -0.1 | 0 | -27 | -7 | -77 | 90 | -17 | 104
> COc1cccc(Nc2cc(N3CCOCC3)c3nonc3c2[N+](=O)[O-])c1
  4 | 1 | -3.3 | -4 | 14 | -7 | -18 | 74 | -5 | 79
> Cc1nnc(NC(=O)c2ccccc2F)s1
  1 | 2 | 1.7 | nt | 8 | -6 | 5 | 94 | -17 | 65
> CC1CCc2nn(CC(=O)NC3CCCC(C)C3C)cc2C1 (stereo unspecified)
  16 | 13 | 0.6 | 0 | -24 | 9 | -14 | 87 | -1 | 104
> CC(C)CC(NC(=O)c1ccco1)C(=O)Nc1ccc2c(c1)OCCO2 (stereo unspecified)
  31 | 4 | -1.9 | 0 | nt | 7 | 10 | 102 | -10 | 107
> CC(C)CNC(=S)NNC(=O)c1csc2c1CCC(C)C2 (stereo unspecified)
  4 | 1 | -0.8 | 0 | 0 | -14 | -7 | 76 | -15 | 85
> Cc1cc(C)cc(SCc2noc(C(=O)NC(C)C)c2C(=O)O)c1
  6 | 5 | -0.4 | nt | 17 | 3 | -6 | 92 | -8 | 92
> CC(C)(C)C(=O)Nc1nnc(CSCc2ccccc2F)s1
  7 | 4 | -0.1 | 1 | -14 | -5 | -7 | 91 | -9 | 91
> CCC(=O)Nc1ccc(NC(=O)CSc2nnc(C(C)C)n2C)cc1
  9 | 3 | -1.2 | -1 | nt | -6 | 8 | 91 | -2 | 90
> O=C(Nc1ccccc1)N1CCC(c2ccccc2)C1 (stereo unspecified)
  8 | 1 | -0.5 | 1 | 21 | 2 | -28 | 96 | -6 | 107
> COc1cc(NC(=O)C2CC2)c(C(=O)O)cc1OC
  18 | -1 | -0.2 | -1 | -28 | -1 | -37 | 99 | 0 | 101
> O=C(NCCCN1CCN(c2cccc(Cl)c2)CC1)c1cccc(N2CCCC2=O)c1
  12 | 4 | -3.5 | nt | -18 | 0 | -33 | 87 | -7 | 96
> O=C(COC(=O)c1cccs1)c1ccc2ccccc2c1
  6 | 4 | 0.4 | nt | 8 | 3 | -35 | 92 | nt | 103
> Cc1cccc2cc(CN(Cc3ccc(F)cc3)C(=O)N3CCOCC3)c(=O)[nH]c12
  5 | 3 | 0.9 | nt | 19 | 10 | -7 | 88 | nt | 85
> COc1ccccc1OCC(=O)NCCc1nc2ccccc2[nH]1
  6 | 2 | -2.4 | -1 | -17 | 8 | -18 | 86 | -5 | 79

Full records as entered above. Order of values: Measles CPE | NPY Y2 blocker | MRP-1 activ | Phagocyt inh | E-sel TNF inh | GALR2 antag | BB579 growth dn | bCat KO growth | Yeast lifespan up | HCT116 PTEN-null
CCOC(=O)C1=C(N)Oc2ccc3ccccc3c2C1c1cccnc1 (stereo unspecified) is listed as 5 | 15 | -2.4 | nt | -14 | -9 | -23 | 71 | nt | 73
COc1cc(NC(=O)C2CC2)c(C(=O)O)cc1OC is listed as 18 | -1 | -0.2 | -1 | -28 | -1 | -37 | 99 | 0 | 101
CCC(=O)Nc1ccc(NC(=O)CSc2nnc(C(C)C)n2C)cc1 is listed as 9 | 3 | -1.2 | -1 | nt | -6 | 8 | 91 | -2 | 90
Cc1cc(C)cc(SCc2noc(C(=O)NC(C)C)c2C(=O)O)c1 is listed as 6 | 5 | -0.4 | nt | 17 | 3 | -6 | 92 | -8 | 92

3 of the entries above in order of their number in NPY Y2 blocker, high to low:
structure	NPY Y2 blocker
CC1CCc2nn(CC(=O)NC3CCCC(C)C3C)cc2C1 (stereo unspecified)	13
Cc1cc(C)cc(SCc2noc(C(=O)NC(C)C)c2C(=O)O)c1	5
O=C(CSc1nc2ccccc2c(=O)n1Cc1ccccc1)NCc1ccco1	4

Individual results from above.
MRP-1 activ result of O=C(NC1CCCCC1)n1c(=O)oc2ccc(Cl)cc21 is entered as -1.2
HCT116 PTEN-null result of CC1(C)CC(=O)c2cc(C(=O)N3CCCC(C)(C)C3)c(=O)n(-c3ccccc3)c2C1 is entered as 103

Not a hit list; 6.4% or so of the library scored in one or more.
